C2C12 statin: suppression of simvastatin myotoxicity; C2C12 myotubes + simvastatin, ATP luminescence, 48 h; scaled: DMSO 0, geranylgeraniol control 100; rescue of ATP level, % at 7.49 µM; 330,000 tested, 0.78% active;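 active = mean ATP rescue above about 67%, or every replicate alone reaching that limit, limit read from the data, passing the limit was not always enough; inconclusive = no clear call, values can overlap the other calls; inactive = mean under the limit and some replicate under it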;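 also: myotubes were challenged with 10 µM simvastatin during compound exposure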
Cneo AK release: causes C. neoformans cell lysis; lysis activity, % at 15 µM; adenylate kinase release luminescence, 4 h; normalised: neutral wells 0, clomiphene wells 100; AID 651654; 360,000 tested, 0.2% active;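 active = mean lysis activity across replicates of at least 80%, whatever share of replicates individually reach that level; inactive = mean lysis activity below 80%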
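Material – log-phase Cryptococcus neoformans yeast cells · Input – 5 × 10^6 yeast cells/mL · Medium – fresh YPD growth medium · Doses – single compound concentration per well · Timing – static 4 h at 37 °C with compound, 1 h detection · Detection – adenylate kinase release luminescence · Read-out – signal increase indicating cell lysis · Control set – Clomiphene as positive lysis control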
ERp5 inh: ERp5 (human) disulfide isomerase inhibition. inhibition, % at 9.99 µM. 350,000 tested, 0.05% active. ERp5 insulin aggregation, absorbance 650 nm, 90 min. Q15084;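 active = mean replicate inhibition above about 25%, with every replicate also reaching it, limit read from the data, passing the limit was not always enough; inconclusive = only one of those two criteria met; inactive = neither criterion met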
Target sequence (Q15084 whole entry, looked up): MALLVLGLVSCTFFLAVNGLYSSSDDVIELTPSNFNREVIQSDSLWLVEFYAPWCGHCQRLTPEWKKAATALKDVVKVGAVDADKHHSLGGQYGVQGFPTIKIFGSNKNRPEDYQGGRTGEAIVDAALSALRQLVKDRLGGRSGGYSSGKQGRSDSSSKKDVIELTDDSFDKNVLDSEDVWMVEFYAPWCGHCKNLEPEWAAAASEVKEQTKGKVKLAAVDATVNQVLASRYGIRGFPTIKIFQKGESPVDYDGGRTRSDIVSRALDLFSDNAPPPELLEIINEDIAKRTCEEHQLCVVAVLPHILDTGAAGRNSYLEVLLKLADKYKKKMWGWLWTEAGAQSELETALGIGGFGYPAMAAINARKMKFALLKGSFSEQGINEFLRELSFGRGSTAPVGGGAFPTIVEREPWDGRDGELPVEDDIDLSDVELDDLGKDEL
ARNT TACC3 PPI: disruptors of human ARNT/TACC3 interaction. inhibition, % at 9.99 µM. 390,000 tested, 0.66% active. AlphaScreen His-ARNT PAS-B/GST-TACC3 binding, luminescence; TACC3 fragment carries E629A point mutation. Q9Y6A5. AID 623870;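 active = mean inhibition of replicates at least 50% and at least half of replicates each reaching 50%; inconclusive = half or more replicates reach 50% but mean below 50%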;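 also: 0% = complete ARNT plus TACC3 wells and 100% = ARNT alone without TACC3; many hits fall short of the cut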
SIRT5 inh: inhibitors of human sirtuin-5 desuccinylase. inhibition, % at 15 µM. 330,000 tested, 1.1% active. Q9NXA8. Purified SirT5, succinyl-peptide AMC, trypsin-coupled fluorescence. AID 652115; in the data active = inhibition above about 15%; inconclusive = no clear call, values can overlap the other calls
Target sequence (Q9NXA8 whole entry, looked up): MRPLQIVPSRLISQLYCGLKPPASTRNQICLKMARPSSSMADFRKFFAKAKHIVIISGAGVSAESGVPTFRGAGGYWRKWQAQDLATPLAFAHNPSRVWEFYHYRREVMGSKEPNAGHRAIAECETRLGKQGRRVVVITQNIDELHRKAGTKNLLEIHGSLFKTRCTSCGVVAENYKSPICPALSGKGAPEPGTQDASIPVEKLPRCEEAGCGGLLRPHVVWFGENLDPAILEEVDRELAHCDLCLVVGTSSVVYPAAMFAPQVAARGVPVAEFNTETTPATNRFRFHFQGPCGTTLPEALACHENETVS
esBAF inh: blocks esBAF chromatin remodeling in mouse ES cells; Bmi1-luciferase knock-in reporter, 24 h; 100% = twice the neutral-well signal; 350,000 tested, 2% active; AID 602393; reporter increase, % at 12.5 µM; in the data active = activation above about 40%; inconclusive = no clear call, values can overlap the other calls;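 also: 0% = median of the plate's neutral control wells and 100% = double that signal; a rise in the Bmi1 reporter signal indicates esBAF inhibition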
miR122 inh: blocks miR-122 activity in Huh7 sensor cells; activation (reporter increase), % at 12.5 µM; Huh7 miR-122 Renilla luciferase sensor, 48 h; neutral wells = 0, positive control = 100; AID 602342; 340,000 tested, 0.3% active;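 active = mean replicate activation score at least 90 and every replicate individually at or above 90; inconclusive = only one of the two criteria met; inactive = neither criterion met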;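 also: higher luciferase means less miR-122 activity so hits act as miR-122 inhibitors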
An asterisk follows results filed as active; ? = inconclusive; . = not tested or not shown; [ ] = remark or other dose.

SMILES	C2C12 statin	Cneo AK release	ERp5 inh	ARNT TACC3 PPI	SIRT5 inh	esBAF inh	miR122 inh
Cc1[nH]c2ccccc2c1SCC(=O)NC1CCCCC1	.	.	3.5	-0.4	-1.8	.	.
COCC(C)NC(=O)NC(=O)c1ccc(Cl)cc1 (configuration not stated)	-3.6	1.7	.	-4.3	.	4.6	-2.1
O=C(c1cccc(F)c1)N1CC[C@@H]2[C@@H](CO)Nc3ccc(-c4ccccc4F)cc3[C@@H]21	9.1	2.1	5.1	8.9	.	-0.1	59.2[16.7 µM]
COc1cc(/C=C/C(=O)OCC(=O)Nc2nnc(-c3ccccc3)o2)cc(OC)c1OC	7.4	10.0	-0.4	26.3	-3.9	4.2	1.2
Cc1cccc(NC(=S)NC2CC3CCC(C2)N3Cc2ccco2)c1C (configuration not stated)	-15.5	0.5	-3.0	-14.7	0.6	3.8	-6.7
COCC1CCCCN1Cc1cn[nH]c1-c1ccc2cc(OC)ccc2c1 (configuration not stated)	7.8	0.7	0.7	11.3	-3.2	17.9	-10.9
ON=C(c1ccccc1)c1ccc2c3c(cccc13)CC2	0.8	3.4	10.7	.	-1.4	4.2	28.2
Cc1cccn2c(=O)c3cc(C(=O)NCCc4ccccc4)c(=N)n(CC4CCCO4)c3nc12 (configuration not stated)	-15.5	2.0	-1.7	-3.1	-6.1	-2.7	2.3
Cc1ccc(-n2c(SCC(=O)c3c(N)n(C4CC4)c(=O)[nH]c3=O)nnc2N2CCOCC2)cc1	14.0	11.4	6.2	1.3	2.4	-1.4	-2.6
Cc1ccc(NC(=O)Cn2c(=S)[nH]c3ccccc32)cc1	.	.	-1.3	-10.1	2.2	.	.
C[C@H]1CN([C@@H](C)CO)C(=O)c2cc(C#CCN(C)C)cnc2O[C@@H]1CN(C)Cc1ccccc1F	15.5	-2.1	6.9	-12.6	2.4	0.7	-7.9[16.7 µM]
Cc1cccnc1C(NC(=O)C1CCN(CCOc2ccc(F)cc2)CC1)c1ccc(F)cc1 (configuration not stated)	-6.2	1.7	1.3	.	0.2	-7.1	.
Cc1ccc(S(=O)(=O)Nc2cccc3c2O[C@@H](CN(C)C)[C@H](C)CN([C@@H](C)CO)C3=O)cc1	-38.0	-1.3	-6.1	1.4	-0.2	2.3	9.2[16.7 µM]
COc1ccc(N2C(=O)NC3CC2(C)Oc2ccc(Br)cc23)cc1OC (configuration not stated)	24.6	3.6	.	-5.7	.	-7.8	-1.5
CC(C)(C)S(=O)N1Cc2cc(C(=O)NCc3ccc4c(c3)OCO4)nc(-c3cccc(-c4ccncc4)c3)c2[C@H]1CCO (some centres not stated)	2.4	1.1	3.0	.	1.1	-0.9	-9.7
Cn1cc(C2NC(=O)c3ccccc3N2)c2ccccc21 (configuration not stated)	.	.	1.4	5.5	1.6	.	0.4
Cc1ccc(C(=O)N2CCN(S(=O)(=O)c3ccccc3[N+](=O)[O-])C2)cc1	.	-2.3	-1.6	-15.0	-1.1	.	.
O=C(CSc1ccccc1Cl)N1CCOCC1	-1.4	0.7	3.2	-1.7	-0.9	9.3	-10.1
CS(=O)(=O)N(CC(=O)Nc1ccc2c(c1)OCCO2)Cc1ccccc1	3.8	.	.	2.3	.	-0.3	4.0
O=c1[nH]nc(CNc2ccc(Cl)cc2Cl)c2ccccc12	5.5	0.5	8.3	-4.8	1.8	-1.9	-2.0

11 structures from above, arranged by formula weight, highest first.
SMILES	C2C12 statin	Cneo AK release	ERp5 inh	ARNT TACC3 PPI	SIRT5 inh	esBAF inh	miR122 inh
Cc1ccc(-n2c(SCC(=O)c3c(N)n(C4CC4)c(=O)[nH]c3=O)nnc2N2CCOCC2)cc1	14.0	11.4	6.2	1.3	2.4	-1.4	-2.6
C[C@H]1CN([C@@H](C)CO)C(=O)c2cc(C#CCN(C)C)cnc2O[C@@H]1CN(C)Cc1ccccc1F	15.5	-2.1	6.9	-12.6	2.4	0.7	-7.9[16.7 µM]
Cc1cccnc1C(NC(=O)C1CCN(CCOc2ccc(F)cc2)CC1)c1ccc(F)cc1 (configuration not stated)	-6.2	1.7	1.3	.	0.2	-7.1	.
Cc1cccn2c(=O)c3cc(C(=O)NCCc4ccccc4)c(=N)n(CC4CCCO4)c3nc12 (configuration not stated)	-15.5	2.0	-1.7	-3.1	-6.1	-2.7	2.3
COc1ccc(N2C(=O)NC3CC2(C)Oc2ccc(Br)cc23)cc1OC (configuration not stated)	24.6	3.6	.	-5.7	.	-7.8	-1.5
Cc1ccc(C(=O)N2CCN(S(=O)(=O)c3ccccc3[N+](=O)[O-])C2)cc1	.	-2.3	-1.6	-15.0	-1.1	.	.
O=c1[nH]nc(CNc2ccc(Cl)cc2Cl)c2ccccc12	5.5	0.5	8.3	-4.8	1.8	-1.9	-2.0
Cc1ccc(NC(=O)Cn2c(=S)[nH]c3ccccc32)cc1	.	.	-1.3	-10.1	2.2	.	.
Cn1cc(C2NC(=O)c3ccccc3N2)c2ccccc21 (configuration not stated)	.	.	1.4	5.5	1.6	.	0.4
ON=C(c1ccccc1)c1ccc2c3c(cccc13)CC2	0.8	3.4	10.7	.	-1.4	4.2	28.2
O=C(CSc1ccccc1Cl)N1CCOCC1	-1.4	0.7	3.2	-1.7	-0.9	9.3	-10.1

The list continues:
SMILES	C2C12 statin	Cneo AK release	ERp5 inh	ARNT TACC3 PPI	SIRT5 inh	esBAF inh	miR122 inh
CN(C)CCNc1ccc(-c2n[nH]c(=O)c3ccccc23)cc1[N+](=O)[O-]	-15.0	0.5	-0.7	-1.1	-2.9	3.2	-6.4
Cn1c(=O)c2ncn(CC(=O)Nc3cccc(-c4nc5ccccc5s4)c3)c2n(C)c1=O	-35.1	-11.9	.	0.5	.	32.4	5.6
O=c1c2ccccc2ncn1Cc1ccccc1	4.5	1.5	4.3	-4.4	0.4	-2.2	4.6
Cc1cc2c(c(C)nn2-c2ccccc2)c(=O)o1	1.3	0.3	.	-1.5	.	-10.1	-1.3
Cc1ccc(-c2csc(C3C(N)=NC(S)=C(C#N)C34CCCCC4)n2)cc1 (configuration not stated)	4.4	-1.2	.	19.3	.	14.8	2.2
CCOC(=O)c1c(NC(=O)CSc2nnc(C)o2)sc(C)c1C	-3.7	.	-2.3	-12.5	1.0	-11.5	-5.3
S=c1[nH]nc(C2CCCCC2)n1/N=C/c1ccco1	.	0.9	.	2.3	.	.	-4.4
COC(=O)c1c(NC(=O)c2ccc(C)c(S(=O)(=O)Nc3ccccc3C)c2)sc2c1CCCC2	-10.4	-2.7	.	-1.3	.	-2.8	?
CO[C@@H]1CN(C)C(=O)c2cc(NS(=O)(=O)CC(F)(F)F)ccc2OC[C@@H](C)N(CC2CCCCC2)C[C@H]1C	8.1	-1.6	6.6	0.7	12.8	-1.1	.
CCOP(=O)(c1ccc(N(C)C)cc1)C(O)c1ccccc1 (configuration not stated)	.	2.4	.	-5.2	.	.	-6.9
CCN(CC)C(=O)c1oc2ccc(S(=O)(=O)N3CCCCCC3)cc2c1C	-33.7	0.9	2.1	-2.9	0.1	5.2	1.9
COc1cccc(-c2noc(CCC(=O)NCC3CCCO3)n2)c1 (configuration not stated)	7.8	0.5	6.5	-12.4	-1.5	-2.1	3.3
C[C@@H]1CN([C@H](C)CO)S(=O)(=O)c2ccc(-c3cccc(F)c3)cc2O[C@@H]1CN(C)CC1CC1	-47.2	4.8	10.1	15.0	-0.1	-0.9	1.8[16.7 µM]
Cc1ccc(C(=O)Nn2cnnc2)cc1[N+](=O)[O-]	8.5	-4.5	1.6	-3.0	-0.5	7.1	2.1
Cc1oc2cc(O)ccc2c(=O)c1Oc1ccccc1	1.8	9.1	.	-9.6	.	0.0	-2.9
C[C@@H](NC(=O)C[C@H]1CC[C@@H](NC(=O)C2CC2)[C@H](CO)O1)c1ccccc1	0.5	0.9	-4.8	13.5	-4.1	0.0	.
COCC#Cc1cnc2c(c1)C(=O)N([C@H](C)CO)C[C@H](C)[C@@H](CN(C)S(C)(=O)=O)O2	4.7	2.2	-1.4	1.7	-3.2	-9.9	-0.3[16.7 µM]
CCc1cc(C(=O)OC)c(NC(=O)CCC(=O)O)s1	5.0	0.1	.	-2.1	.	-4.1	-6.6
O=C(NCCN1CCCCC1)[C@@H]1[C@@H](CO)[C@@H]2Cn3c(cccc3=O)[C@@H]2N1C(=O)C1CC1	-11.6	0.6	3.0	-9.1	-1.0	-0.8	.
CCOC(=O)N1CCN(C(=O)/C=C/c2ccc(OC)cc2)CC1	-1.1	-0.2	-0.1	3.8	0.0	-3.0	5.6
Cc1noc(C)c1S(=O)(=O)Nc1ccc2c(c1)C(=O)N([C@@H](C)CO)C[C@H](C)[C@H](CN(C)Cc1ccc3c(c1)OCO3)OCCCC[C@@H](C)O2	.	-0.9	1.1	7.0	3.6	-0.4	5.4[16.7 µM]
C[C@@H]1CCCCO[C@@H](CN(C)C(=O)Nc2ccc(F)cc2)[C@@H](C)CN([C@H](C)CO)C(=O)c2cc(NC(=O)CCCCCC(=O)Nc3ccccc3N)ccc2O1	.	-5.4	-4.8	-2.5	.	5.9	4.3[16.7 µM]
COc1ccc(C(O)(CC(C)C)C(CN2CCOCC2)c2ccccc2)cc1 (configuration not stated)	29.7	-0.2	0.5	4.8	2.1	-10.7	-30.8
COc1ccc(NC(=O)N(C)C[C@H]2OCCCC[C@H](C)Oc3ccc(NC(=O)c4ccccc4)cc3C(=O)N([C@H](C)CO)C[C@@H]2C)cc1	.	-11.9	-4.3	-0.5	2.2	8.8	4.5[16.7 µM]
CCN(C(=O)COc1ccc(C(=O)c2ccccc2)cc1)c1ccccc1	6.2	4.0	4.6	-4.7	-2.6	-1.4	-1.1
Cc1noc(C)c1S(=O)(=O)Nc1ccc2c(c1)C(=O)N([C@@H](C)CO)C[C@@H](C)[C@@H](CN(C)S(=O)(=O)c1ccccc1)OCCCC[C@H](C)O2	.	-0.8	-4.1	-6.6	0.6	-0.7	4.0[16.7 µM]
CCC(C)Sc1ccc([C@@H]2[C@H]3C(=O)N(C)C(=O)[C@H]3[C@]3(C(=O)OC)CCCN23)cc1 (some centres not stated)	-0.4	0.2	4.3	-0.3	.	-1.1	-4.1
CO[C@H]1CN(C)C(=O)c2ccc(NS(=O)(=O)c3cccc(F)c3)cc2OC[C@@H](C)N(Cc2cc(F)ccc2F)C[C@@H]1C	-3.4	1.8	1.5	15.9	.	3.4	.
CC1(C)Cc2c(C#N)c(NCCO)nc(-c3ccco3)c2CO1	-6.3	10.1	1.1	2.6	-0.9	-9.7	0.5
O=c1[nH]cnc2c1N1CCC2CC1	15.4	3.7	.	4.3	.	-7.0	-1.5
N#C[C@H]1C2OC2c2ccccc2N1C(=O)c1ccccc1 (some centres not stated)	-6.7	0.9	-0.6	-7.2	-1.9	-5.2	2.3
O=C(O)C(c1ccccc1)N1CCCCC1 (configuration not stated)	6.4	.	7.4	-5.9	-0.1	-7.2	2.1
Cc1cccc(C)c1NC(=S)N(c1ccccc1)C(C)C	-4.7	-0.7	-2.0	3.4	-3.3	-11.3	-17.7
Cc1nc(C(=O)N(C)C)nn1-c1cc(Cl)cc(Cl)c1	6.7	-0.5	.	-1.6	.	-0.5	-0.2
